Tn6 DDE FP = inhibitors of Tn6 peptide binding to fibrin DD(E), primary screen, biochemical, fluorescence polarization, human fibrin, Tn6 probe | Fibrinogen beta chain (Homo sapiens), P02675 | inhibition, % at 8.3 µM | hit rate 0.21% among 370,000 | Fibrin DD(E) TRITC-Tn6 fluorescence polarization displacement;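 active means inhibition above a per-campaign cutoff: mean of compounds within control limits plus 3 SD, cut at about 15% in these data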;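 further: 0% = median of all compound wells on the plate and 100% = blocking peptide control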
ADAM10 inh = human ADAM10 inhibitors, primary screen, biochemical, QFRET, HTS; Disintegrin and metalloproteinase domain-containing protein 10 (Homo sapiens), O14672; hit rate 0.62% among 370,000; recombinant ADAM10, EDANS/DABCYL FRET peptide cleavage, 3 h; inhibition, % at 7 µM; AID 720582, 2013;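 active means inhibition above a per-campaign cutoff equal to the mean of compounds falling between control-based bounds plus 3 SD, cut at about 20% in these data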;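 further: 0% = DMSO wells while the 100% control is not disclosed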
ADAM17 inh = ADAM17 inhibitors, primary screen, biochemical, QFRET. recombinant ADAM17, EDANS/DABCYL FRET peptide cleavage. inhibition, % at 6.95 µM. hit rate 0.83% among 370,000. AID 720648, 2013;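 active means inhibition above the mean of compounds lying between control limits plus 3 SD, set per campaign, cut at about 8.5% in these data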;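 further: 0% = DMSO-only wells as the low control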
PLC-gamma1 inh = PLC-gamma1 enzyme inhibitors, primary screen, biochemical, fluorescence, purified enzyme | fluorogenic substrate | inhibition, % at 12.2 µM | hit rate 0.84% among 370,000 | AID 720700, 2013; in the data active means inhibition above about 9.5%
Target sequence (P19174 whole entry, looked up): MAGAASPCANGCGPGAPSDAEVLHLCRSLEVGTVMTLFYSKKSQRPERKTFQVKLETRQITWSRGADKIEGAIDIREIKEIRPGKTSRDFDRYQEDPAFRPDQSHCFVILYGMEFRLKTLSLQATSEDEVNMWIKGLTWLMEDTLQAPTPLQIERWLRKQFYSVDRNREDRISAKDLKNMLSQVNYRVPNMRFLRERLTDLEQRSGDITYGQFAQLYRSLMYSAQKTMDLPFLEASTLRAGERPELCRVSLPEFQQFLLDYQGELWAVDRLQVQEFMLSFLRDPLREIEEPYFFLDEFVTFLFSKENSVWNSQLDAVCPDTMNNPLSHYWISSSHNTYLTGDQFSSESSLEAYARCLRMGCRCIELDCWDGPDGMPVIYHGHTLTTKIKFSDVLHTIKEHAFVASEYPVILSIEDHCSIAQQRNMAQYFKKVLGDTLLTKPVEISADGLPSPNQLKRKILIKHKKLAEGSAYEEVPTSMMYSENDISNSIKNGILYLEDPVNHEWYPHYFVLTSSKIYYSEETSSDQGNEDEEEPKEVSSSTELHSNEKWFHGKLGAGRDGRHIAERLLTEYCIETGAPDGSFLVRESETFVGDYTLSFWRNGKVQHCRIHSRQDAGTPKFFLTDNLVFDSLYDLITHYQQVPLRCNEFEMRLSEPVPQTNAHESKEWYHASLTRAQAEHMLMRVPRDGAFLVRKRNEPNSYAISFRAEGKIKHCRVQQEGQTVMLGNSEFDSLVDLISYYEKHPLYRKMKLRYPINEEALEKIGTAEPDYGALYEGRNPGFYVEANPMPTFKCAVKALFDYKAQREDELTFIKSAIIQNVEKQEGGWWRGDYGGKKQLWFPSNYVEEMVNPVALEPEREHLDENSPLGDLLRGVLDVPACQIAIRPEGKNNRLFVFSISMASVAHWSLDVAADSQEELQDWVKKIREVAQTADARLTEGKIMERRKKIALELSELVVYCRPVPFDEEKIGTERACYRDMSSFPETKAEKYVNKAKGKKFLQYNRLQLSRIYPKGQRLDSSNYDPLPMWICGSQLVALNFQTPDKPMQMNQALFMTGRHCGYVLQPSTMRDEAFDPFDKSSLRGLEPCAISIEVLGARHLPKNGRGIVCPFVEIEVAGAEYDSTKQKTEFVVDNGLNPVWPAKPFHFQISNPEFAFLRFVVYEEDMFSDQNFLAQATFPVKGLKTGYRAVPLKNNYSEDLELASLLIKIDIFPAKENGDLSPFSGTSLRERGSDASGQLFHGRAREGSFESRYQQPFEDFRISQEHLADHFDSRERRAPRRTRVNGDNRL
PLC-beta3 inh = human PLC-beta3 inhibitors, primary screen, biochemical, fluorescence; 1-phosphatidylinositol 4,5-bisphosphate phosphodiesterase beta-3 (Homo sapiens), Q01970; Purified PLC-beta3, fluorogenic substrate; inhibition, % at 12.2 µM; hit rate 0.18% among 370,000; in the data active means inhibition above about 11%;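 further: 0% = median of compound wells on plate and 100% = full blocker control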
Tn7 DDE FP = inhibitors of Tn7 peptide binding to fibrin DD(E), primary screen, biochemical, fluorescence polarization, human fibrin, Tn7 probe. inhibition, % at 8.3 µM. FP displacement of FITC-Tn7 peptide from fibrin DD(E); 0% = median of compound wells per plate. hit rate 0.13% among 370,000;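 active means inhibition above the mean of compounds falling within the control limits plus 3 SD of them, cut at about 14% in these data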;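 further: 0% = plate median of compound wells and 100% = 10 µM Aha-Tn7 peptide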
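Assay system: Fibrin-DD(E) protein isolated from polymerized human fibrin clots; read-out basis: percent inhibition; medium: Tris/NaCl/CaCl2 buffer, pH 7.8; signal: FP measurement; incubation: 10 min plus 3 h, room temperature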
TDP2 inh = human TDP2 enzyme inhibitors, primary screen, biochemical, epi absorbance, recombinant enzyme. hit rate 0.34% among 370,000. inhibition, % at 12.8 µM. AID 720702, 2013. T5PNP hydrolysis, p-nitrophenol absorbance 415 nm;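 active means inhibition above the mean of all tested compounds plus 3 SD, set per campaign, cut at about 25% in these data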;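 further: 0% = DMSO with enzyme and 100% = buffer with substrate but no TDP2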
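Material: recombinant human TDP2; quantity: TDP2 enzyme at 120 nM final; medium: Tris-HCl pH 7.5 with MgCl2; compound: single concentration, 12.8 µM nominal, with 1% DMSO; incubation: 2 h enzyme incubation at 37 °C; signal: epi absorbance; measure: percent inhibition; benchmarks: high control without enzyme, low control DMSO plus TDP2; repeats: singlicate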
ASAP1 GAP inh = inhibitors of human ASAP1 ArfGAP activity, primary screen, biochemical, fluorescence polarization; Arf-GAP with SH3 domain, ANK repeat and PH domain-containing protein 1 (Homo sapiens), …; ASAP1-stimulated ARF1 GTP hydrolysis, GDP FP detection; hit rate 0.19% among 360,000; AID 624377, 2012; inhibition, % at 16.5 µM; in the data active means inhibition above about 25%;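 further: 0% = vehicle with enzyme and substrate and 100% = no enzyme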
SIAE inh = human SIAE inhibitors, primary screen, biochemical, fluorescence polarization, FP-Rh probe, 1536-well HTS; inhibition, % at 9.66 µM; SIAE FP-Rh probe binding; hit rate 0.69% among 370,000;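 active means inhibition above a cutoff: mean of compounds within the control limits plus 3 SD of those, cut at about 17% in these data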;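 further: 0% = plate median of compound wells and 100% = probe without SIAE protein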
ARFGAP1 inhibitor = inhibitors of rat ARFGAP1 GAP activity, primary screen, biochemical, fluorescence polarization, GDP tracer; ADP-ribosylation factor GTPase-activating protein 1 (Rattus norvegicus), Q62848; Arfgap1-stimulated ARF1 GTP hydrolysis, GDP FP detection; inhibition, % at 16.5 µM; hit rate 0.26% among 360,000; AID 651572, 2012;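 active means inhibition above a per-plate limit, mean inhibition of low control wells plus 3 SD, cut at about 25% in these data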;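 further: 0% = DMSO wells with enzyme and 100% = wells lacking Arfgap1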
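System: truncated rat Arfgap1 GAP domain / Medium: HEPES-based buffer, pH 7.5 / Also added: N-terminally truncated human ARF1-GTP substrate / Incubation: enzyme reaction 120 min at 25 °C after 20 min preincubation / Measured by: FP of antibody-bound GDP Alexa 633 tracer, ex 620/em 688 nm / Replicates: singlicate, each compound tested once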
* hit, by the source's call; i = inactive; · = not tested or not shown.

Tn6 DDE FP,ADAM10 inh,ADAM17 inh,PLC-gamma1 inh,PLC-beta3 inh,Tn7 DDE FP,TDP2 inh,ASAP1 GAP inh,SIAE inh,ARFGAP1 inhibitor,canonical_smiles
2.4,-8.2,-1.6,0.1,1.4,1.4,-8.0,10.2,9.3,4.3,O=C(O)c1ccc(CSc2nnc(-c3ccco3)o2)cc1
-0.4,5.0,-5.4,4.8,-1.5,9.6,6.7,-1.6,5.0,6.0,COCCCNS(=O)(=O)c1ccc2[nH]c(=O)[nH]c2c1
0.9,12.6,8.4,1.0,3.1,-2.3,-8.3,-3.9,-3.9,5.9,CCOC(=O)c1ccc(NC(=O)CS(=O)(=O)c2cn(CC)c3ccccc23)cc1
0.9,-5.1,-10.0,-1.5,-13.4,11.1,2.9,-11.0,-5.9,-3.9,CS(=O)(=O)c1ccc(NC(=O)c2ccc3c(c2)S(=O)(=O)N=C2CCCCCN23)cc1
-0.8,3.5,2.6,4.2,-1.7,-4.9,-7.3,13.2,11.6,3.4,CCCCn1nnnc1NCc1ccc(C)cc1
-5.0,1.0,-1.6,0.6,0.0,-5.5,8.5,6.3,-1.5,-3.3,Cc1cc(C)c(C(=O)Nc2cccc(F)c2)c(Cl)n1
2.5,0.6,0.4,1.1,-0.9,1.7,-3.0,-14.4,-3.8,17.3,COc1cc(CO)cc(Br)c1OCC(=O)N1CCCCC1
1.5,-0.1,-0.2,3.6,-3.3,-7.3,1.6,12.6,-3.6,-4.1,CC(=O)N1CCN(C(=O)c2cc(S(=O)(=O)N(C)Cc3ccccc3)ccc2Cl)CC1
-2.8,-5.2,-2.3,1.4,-2.6,10.2,-1.7,6.5,10.4,-1.1,COc1ccc(NC(=O)N(C)C[C@H]2Oc3ccc(NS(=O)(=O)c4cn(C)cn4)cc3C(=O)N([C@H](C)CO)C[C@@H]2C)cc1
-3.7,-3.5,-0.8,-5.5,-6.7,8.0,-9.8,-11.2,-10.6,11.1,Cc1ccc(F)cc1NC(=O)COC(=O)C1CCN(c2ccc(C(F)(F)F)cn2)CC1
-2.2,9.4,-0.7,3.8,-4.1,-2.5,-10.0,2.1,-7.2,3.0,O=C(Nc1ccccc1[N+](=O)[O-])c1cc(S(=O)(=O)Nc2ccccn2)ccc1Cl
2.6,-3.8,-2.9,0.7,-0.8,1.8,7.3,-11.0,-3.3,2.1,COc1nc(N)nc(CC(=O)C2CC2)n1
3.2,-4.3,-1.4,0.5,-3.3,0.5,-6.4,-5.2,3.3,-0.6,CC(C)CNC(=O)C1CCN(S(=O)(=O)c2ccc(-n3cnnn3)cc2)CC1
-0.6,-5.4,-1.9,1.8,-3.7,0.3,13.7,9.3,-0.3,-1.5,Clc1ccc(Cl)c(OCCCCN2CCCCC2)c1
-4.3,-0.8,-3.4,0.8,-7.7,3.5,15.8,-2.7,-0.1,7.1,Cc1c(C(=O)NN)sc(=S)n1C

The closing four compounds of the part above lead into the next.
Tn6 DDE FP,ADAM10 inh,ADAM17 inh,PLC-gamma1 inh,PLC-beta3 inh,Tn7 DDE FP,TDP2 inh,ASAP1 GAP inh,SIAE inh,ARFGAP1 inhibitor,canonical_smiles
2.6,-3.8,-2.9,0.7,-0.8,1.8,7.3,-11.0,-3.3,2.1,COc1nc(N)nc(CC(=O)C2CC2)n1
3.2,-4.3,-1.4,0.5,-3.3,0.5,-6.4,-5.2,3.3,-0.6,CC(C)CNC(=O)C1CCN(S(=O)(=O)c2ccc(-n3cnnn3)cc2)CC1
-0.6,-5.4,-1.9,1.8,-3.7,0.3,13.7,9.3,-0.3,-1.5,Clc1ccc(Cl)c(OCCCCN2CCCCC2)c1
-4.3,-0.8,-3.4,0.8,-7.7,3.5,15.8,-2.7,-0.1,7.1,Cc1c(C(=O)NN)sc(=S)n1C
-2.6,4.4,-0.4,-13.0,-27.5,-0.2,-3.9,10.1,-6.2,7.2,CCOC(=O)Cc1csc(NC(=O)/C=C/c2ccc(Br)o2)n1
-12.3,-342.7,-123.3,-157.3,-268.6,-2.8,4.5,8.3,49.6*,2.3,COc1ccc2[nH]c3c(NCCC4=CCCCC4)ncnc3c2c1
-3.8,9.9,-1.2,0.4,-1.1,2.6,-5.6,6.4,0.9,0.4,COc1ccc(OCC(=O)Nc2nnc(C)s2)cc1
8.4,-3.7,-4.5,-3.6,-2.8,3.0,5.6,3.1,3.2,-1.7,COc1ccc(Nc2nc3ccccc3nc2-n2nc(C)cc2C)cc1
3.7,-5.2,2.5,2.5,2.1,2.2,1.7,-11.5,2.5,-1.9,O=C(NNS(=O)(=O)c1ccc(Cl)cc1)c1cccs1
0.1,1.7,-1.9,-2.4,-3.9,1.8,9.5,1.4,1.7,3.5,CC(C)(C)NC(=O)C(c1ccncc1)N(Cc1cccs1)C(=O)Cn1nnc(-c2ccc(F)cc2)n1 (stereo not drawn)
-12.0,9.7,9.5*,-7.5,-13.9,-8.2,1.8,9.6,-20.9,2.3,O=C(NC(Cc1c[nH]c2ccccc12)C(=O)OCC(=O)c1cccc2ccccc12)c1cccs1 (stereo not drawn)
7.2,8.0,1.9,3.3,0.4,-3.4,-16.4,-1.0,-5.4,-17.9,Cc1ccc(-c2cc(C(=O)N3CCN(C(=O)c4ccco4)CC3)[nH]n2)c(C)c1
-9.7,0.2,-1.0,5.5,2.9,0.1,-12.6,6.8,-3.7,12.2,O=C(COC(=O)[C@H](Cc1ccccc1)NC(=O)c1ccco1)NCc1ccccc1
1.0,-1.2,2.1,-0.4,0.6,2.4,5.8,-5.3,7.4,5.6,Cn1cc(CN2CCC(C(=O)NC(c3ccc(F)cc3)c3ccc4ccccc4n3)CC2)c2ccccc21 (stereo not drawn)
-0.8,9.2,7.3,-2.3,-8.5,-51.2,-9.3,-9.2,-4.3,-4.1,CCOC(=O)/C(=C\C=C1/Sc2ccccc2N1CC)C(C)=O
-3.2,-1.2,-4.3,-1.3,1.1,-1.9,-8.1,-4.9,-2.2,5.1,COCCNC(=O)CN(C(=O)CCC(=O)Nc1ccccn1)c1ccc(C)cc1
-0.5,-3.7,1.1,-2.1,-0.1,0.5,0.4,6.5,4.7,-13.0,CCOC(=O)Cc1[nH]nc2c1C(c1cc(OC)ccc1OC)C(C#N)=C(N)O2 (stereo not drawn)
-5.3,6.5,0.5,-7.7,-10.5,-4.6,-2.4,-11.0,-3.0,-14.3,COc1ccccc1C(=O)N/C(=C/c1ccc(Br)cc1)C(=O)NCC(=O)O
-3.1,-7.4,1.5,1.5,1.5,-1.6,1.6,3.7,-3.9,3.5,Cc1c(C(=O)Nc2ccccn2)oc2ccccc12
0.5,i,-393.2,-263.9,-448.1,8.2,-6.7,-4.2,-4.4,-9.9,O=C(NCCCN1CCOCC1)c1cc(-c2ccc(Cl)s2)nc2ccccc12
-2.6,6.0,-0.1,2.3,-4.0,0.9,-6.0,1.4,3.9,1.1,Clc1ccccc1N=C1SCCS1
-0.2,0.0,-0.1,4.3,1.2,-0.5,8.2,-1.7,-0.3,-0.5,Cc1ccccc1NC(=O)C1CCCN(S(=O)(=O)c2cnc[nH]2)C1 (stereo not drawn)
1.2,-3.2,1.0,4.5,-3.0,6.0,6.0,1.6,-0.1,-10.0,O=C(CN(c1cc(C(F)(F)F)ccc1Cl)S(=O)(=O)c1ccccc1)NCc1cccnc1
-0.7,6.5,-5.3,-0.6,-1.2,-0.9,9.9,-7.4,-0.7,5.6,c1ccc(N2CCN(c3nnnn3-c3ccccc3)CC2)cc1
-0.5,-9.1,3.7,0.7,6.2,0.3,-5.5,·,-4.6,·,COc1ccc(CN(CCN2CCOCC2)C(=O)c2cc(Cl)ccc2F)cc1OC
-2.6,8.0,-0.4,5.8,4.1,-1.5,-1.9,-5.3,8.5,-1.7,O=C(c1cc2ccccc2oc1=O)N(Cc1cccs1)Cc1ccccc1Cl
-5.1,2.5,3.8,2.3,3.2,-8.5,-10.8,9.7,-3.6,-3.9,Cn1nc(SCc2ccccc2)c(=O)n(C(c2ccccc2)c2ccccc2)c1=O
-1.9,2.6,-2.1,4.9,-0.5,10.2,-3.3,-11.8,-2.3,2.9,Cc1csc(SCC(=O)c2c(N)n(CC(C)C)c(=O)n(C)c2=O)n1
4.8,-10.3,-5.4,0.3,1.4,1.1,-2.3,-8.5,-1.3,-3.7,CN(C)S(=O)(=O)c1ccc(C(=O)Nc2ccc(CCC(=O)N3CCCC3)cc2)cc1
-9.2,-7.9,1.9,0.0,-0.1,8.5,0.9,-5.8,2.0,0.3,C=CCc1ccc(OCCCOc2ccc(C)cc2OC)c(OC)c1
2.8,-0.5,-3.0,4.1,2.4,5.4,3.8,-10.7,-2.3,2.1,CC(=O)NC12CC3CC(C1)CC(C(=O)Nc1nccs1)(C3)C2
6.2,-3.5,-0.1,0.5,-4.1,-10.6,12.5,9.1,3.0,-6.1,CCOc1ccc(NC(=O)CCNC(=O)c2ccco2)cc1
4.8,9.2,1.6,4.8,0.9,-5.0,6.6,-0.6,-0.7,8.9,CCOc1cc2[nH]c(=S)n(Cc3ccc(C(=O)NCCOC)cc3)c(=O)c2cc1OCC
-5.0,-2.8,1.3,-0.2,-4.9,1.5,11.6,4.5,-1.3,-9.0,O=C(NCCC1=CCCCC1)c1ccc(Cl)c(S(=O)(=O)N2CCCCC2)c1
2.7,-0.7,-5.0,0.8,-6.4,1.0,-0.8,-11.0,-4.4,-2.5,Cc1ccc(C(=O)NN2C(=O)C3C4C=CC(C4)[C@@H]3C2=O)cc1 (stereo partly drawn)
-5.4,-3.4,-1.1,-2.9,-2.3,-6.0,-5.5,-1.1,-0.7,-2.9,CCOc1ncccc1C(=O)N1CCCSC1=Nc1ccc(C(C)=O)cc1
1.1,7.8,-1.0,-46.2,-73.3,-0.6,4.4,13.6,-18.5,-7.4,COc1ccc(CN(C)S(=O)(=O)c2nnc(NC(=O)c3cccc(OC)c3)s2)cc1
15.2,9.4,-0.1,0.6,2.2,3.4,-4.9,1.1,-4.6,-5.6,Cc1ccc(OCC(=O)Nc2cccnc2Cl)cc1C

From PubChem
